Bioassay records as filed in PubChem.
HIF-2a block: inhibitors of HIF-2a; inhibition, % at 18.8 µM; AID 624352; 0.72% of 360,000 active; 786-0 RCC cells HIF-2a reporter, luciferase luminescence, overnight;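 active = inhibition of the luminescence signal of 40% or more relative to plate controls, in a single-dose primary screen at 18.75 µM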
NR2E3 ag-1: agonists of human nuclear receptor NR2E3. Q9Y5X4. GST-NR2E3/biotin-RetCOR TR-FRET, 1536-well. inhibition of corepressor binding, % at 4.78 µM. 0.12% of 320,000 active. AID 2300;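 active = percent inhibition above the cutoff of mean plus 3 SD of all tested compounds, set per screening campaign, cut at about 20% in these data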;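 also: 0% = DMSO wells and 100% = biotin wells as full block of FRET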
Target sequence (Q9Y5X4 whole entry, looked up): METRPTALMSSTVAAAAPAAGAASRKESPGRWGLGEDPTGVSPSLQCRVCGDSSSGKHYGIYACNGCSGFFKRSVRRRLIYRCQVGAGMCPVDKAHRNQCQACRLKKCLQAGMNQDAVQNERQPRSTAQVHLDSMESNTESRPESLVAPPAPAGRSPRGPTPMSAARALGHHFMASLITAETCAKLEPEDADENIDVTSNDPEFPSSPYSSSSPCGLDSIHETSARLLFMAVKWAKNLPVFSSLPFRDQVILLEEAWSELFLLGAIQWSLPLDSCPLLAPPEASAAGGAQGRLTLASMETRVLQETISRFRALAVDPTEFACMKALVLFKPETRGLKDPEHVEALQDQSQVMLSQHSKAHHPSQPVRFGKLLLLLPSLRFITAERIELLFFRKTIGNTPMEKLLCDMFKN
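Assay system: NR2E3–RetCOR corepressor complex. Quantity: 1.35 nM GST-NR2E3. Buffer or medium: pH 7.5 Tris-based buffer. Reagent: biotinylated RetCOR corepressor at 7 nM final. Schedule: 5 h at 4 °C. Detection: TR-FRET, emission read at 617 and 671 nm. Replicates: one well per compound, singlicate testing.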
CaV13 FRET inh: Primary screen for inhibitors of IQ motif and Ca2+-dependent inactivation inhibitor domain binding in CACNA1D, Förster resonance energy transfer in living cells, …. HEK cells, CFP/YFP FRET ICDI-IQ, plate reader, 10 min; percent FRET-ratio fall versus neutral wells. inhibition, % at 12.3 µM. 0.098% of 340,000 active;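 active = mean replicate inhibition of at least 30% and at least 1% of replicates passing that level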;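 also: 0% = median of the neutral control wells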
iPSC survival up: enhancers of human iPSC single-cell survival; hiPSC single-cell survival, ATPlite luminescence; 100% = ROCK inhibitor wells, 0% = DMSO; survival enhancement, % at 20 µM; AID 602274; 0.044% of 360,000 active; in the data active = survival enhancement above about 18%;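 also: cells exposed to compounds for 16 hours before the ATP read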
Shn3 inh set2: inhibitors of Schnurri-3 3'UTR reporter in osteoblasts | Clone20 osteoblast Shn3 3'UTR firefly luciferase, 24 h | inhibition, % at 12.5 µM | 0.52% of 360,000 active | AID 588674;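 active = mean inhibition of at least 75% with every replicate also reaching 75%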;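 also: 0% = median of neutral control wells and 100% = pilot-screen positive control compound; some compounds past the cut are filed as inactive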
NR2E3 ag-2: agonists of human NR2E3 nuclear receptor. AID 602229. inhibition of corepressor binding, % at 3.98 µM. CHO-S Gal4-NCOR/VP16-NR2E3 two-hybrid, luciferase. Q9Y5X4. 0.35% of 360,000 active;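 active = inhibition above the mean of all tested compounds plus 3 SD, cut at about 70% in these data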;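 also: 0% = DMSO with NR2E3 transfected cells and 100% = cells lacking NR2E3 construct; higher means lower luciferase signal from less NR2E3 corepressor binding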
TRPM1 prom inh: reduces MITF-dependent TRPM1 promoter luciferase signal; SK-MEL-5 TRPM1 promoter luciferase, 24 h; inhibition, % at 12.5 µM; 0.83% of 330,000 active; AID 488899;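 active = mean inhibition across replicates of 60% or more, whatever share of single replicates reaches that level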; also: values of inactives mirror those of a sister screen read the other way
m5-HT2A agonist: agonists of mouse serotonin 5-HT2A receptor (HTR2A). P35363. CHO-K1 mHTR2A beta-arrestin complementation, luminescence; percent of 30 µM serotonin response. activation, % at 7.6 µM. 0.66% of 360,000 active;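 active = activation above a run cutoff, the mean activation of all tested compounds plus 3 SD, cut at about 14% in these data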;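 also: 0% = plate median of compound wells and 100% = 30 µM serotonin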
Peg3 promoter: inhibitors of Peg3 promoter. 1.7% of 360,000 active. HeLa PEG-Prom luciferase reporter, luminescence, overnight. inhibition, % at 20 µM;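 active = inhibition of at least 50% at 20 µM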
Cardio protect: modulators protecting cardiomyocytes from myocardial damage; H9c2 cardiomyocytes, H2O2 injury protection, ATPLite, 2 h; 0.63% of 360,000 active; protection from H2O2 cell death, % at 20 µM; AID 588492;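 active = compounds giving at least 50% protection of heart cells from peroxide-induced death in the single-dose screen, raw or plate-pattern-corrected value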;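 also: 0% = DMSO wells with peroxide and 100% = DMSO wells without peroxide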
PDI inh: inhibitors of human protein disulfide isomerase; P07237; PDI insulin aggregation turbidity, A650, 90 min; inhibition, % at 10 µM; 0.052% of 350,000 active;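 active = mean inhibition across replicates of 30% or more, whatever share of single replicates reach that level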;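 also: absorbance from insulin aggregation driven by PDI reduction with DTT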
Target sequence (P07237 whole entry, looked up): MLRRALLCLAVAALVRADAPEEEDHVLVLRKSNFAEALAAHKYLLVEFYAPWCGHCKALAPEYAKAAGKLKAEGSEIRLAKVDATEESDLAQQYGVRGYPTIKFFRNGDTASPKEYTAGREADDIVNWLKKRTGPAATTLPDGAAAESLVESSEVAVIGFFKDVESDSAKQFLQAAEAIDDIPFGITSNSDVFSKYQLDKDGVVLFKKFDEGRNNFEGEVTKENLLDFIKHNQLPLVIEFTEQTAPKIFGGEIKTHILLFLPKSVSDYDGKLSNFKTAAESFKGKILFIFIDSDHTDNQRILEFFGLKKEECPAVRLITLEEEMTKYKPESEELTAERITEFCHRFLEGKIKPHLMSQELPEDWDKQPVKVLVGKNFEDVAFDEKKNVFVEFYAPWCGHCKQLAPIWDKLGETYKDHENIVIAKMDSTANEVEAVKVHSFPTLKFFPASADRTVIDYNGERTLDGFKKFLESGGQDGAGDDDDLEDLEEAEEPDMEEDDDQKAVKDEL
Active calls of the source: *; · = no result given. An unsorted share of the library; any-hit rate near 3.9%.

SMILES	HIF-2a block	NR2E3 ag-1	CaV13 FRET inh	iPSC survival up	Shn3 inh set2	NR2E3 ag-2	TRPM1 prom inh	m5-HT2A agonist	Peg3 promoter	Cardio protect	PDI inh
CCc1ccccc1NC(=O)Cn1cccc1C1=NC(c2ccccc2)CO1 (configuration not stated)	20	1	-6	-1.2	23	-14	5	-3	20	-2	-6
Cc1ccc(C(=O)Nc2ccc(F)cc2F)o1	-92	-4	-5	-2.8	-39	-17	-28	-2	-67	-4	-6
COc1cc(C(=O)O/N=C(\N)c2ccc([N+](=O)[O-])cc2)cc(OC)c1OC	-23	7	-3	-0.4	-9	-5	2	5	-23	1	-9
Cc1ccc(S(=O)(=O)N2CCCC2CNC(=O)c2ccc3c(c2)OCO3)cc1 (configuration not stated)	-11	3	-2	-0.1	2	11	13	-1	-12	-1	2
COc1ccc([C@H]2N[C@]3(CCCN(Cc4ccc(C)cc4)C3=O)[C@H]3C(=O)N(C)C(=O)[C@@H]23)cc1	-3	·	-3	2.3	-18	-17	·	3	10	-7	3
CC(C)c1cc(C(F)(F)F)n2nc(C(=O)O)cc2n1	4	-2	-8	2.6	-13	-5	7	-5	15	2	-3
COc1ccc(CN2CCNC(=O)C2CC(=O)N2CCCN(C(C)=O)CC2)c(OC)c1 (configuration not stated)	11	-2	-3	-0.5	-19	-38	7	-1	-11	-3	11
CCN(CC)c1ccc(NC(=O)Cn2ncc3c(C)n(Cc4ccccc4F)c(C)c3c2=O)c(C)c1	-17	3	-5	-1.4	33	8	-10	3	0	-15	-10
CN(CC(=O)NC1CCCCCC1)S(=O)(=O)c1ccc2c(c1)n(C)c(=O)c(=O)n2C	13	2	-5	0.5	-32	10	·	3	13	3	13
CC(Sc1sc(=S)sc1SC(C)C(=O)O)C(=O)O (configuration not stated)	17	5	-5	2.6	6	0	10	-3	-5	4	0
CN(C)C(CNC(=O)c1ccc2c(c1)S(=O)(=O)c1ccccc1C2=O)c1ccco1 (configuration not stated)	14	3	-1	-1.6	19	-20	-7	-4	11	14	4
Clc1ccc(OCc2nn3c(C4CCCCC4)nnc3s2)cc1	7	2	·	5.5	3	-18	0	-1	19	-8	-7
NC(=O)/C=C\C(=O)Nc1cccc(C(F)(F)F)c1	-8	0	-8	-3.1	-14	21	-21	4	33	-21	0
COc1ccc(S(=O)(=O)N(CCc2ccccc2)CC(=O)NCCCO)cc1	-8	1	·	-0.4	-9	-5	8	-2	8	4	-5
Cc1ccc(C(C(=O)NC(C)(C)C)N(Cc2ccccc2)C(=O)c2snc(C(N)=O)c2N)o1 (configuration not stated)	15	-2	4	-0.9	15	-8	1	0	13	49	14
CCOc1ccc(-c2nc(C#N)c(NCc3ccc4c(c3)OCO4)o2)cc1	-84	5	-6	2.1	-37	-15	·	-2	-68	-21	-6
O=C(OCC(=O)N1CCN(c2ccccc2)CC1)c1cc(Cl)ccc1[N+](=O)[O-]	2	1	·	-0.2	-9	-26	-2	2	-8	4	-2
O=C1COc2ccc(C(=O)COC(=O)CCCOc3ccccc3)cc2N1	7	·	-6	-2.6	-1	11	·	5	8	-8	-11
Cc1cccc(C(=O)c2cnc3ccccc3c2-c2ccccc2)c1	25	-4	-4	-0.1	6	5	3	6	21	4	5
COc1ccc(N2CC(C(=O)Nc3cc(C(F)(F)F)ccc3N3CCCC3)CC2=O)c(OC)c1 (configuration not stated)	3	-1	-3	-0.6	15	-19	25	-2	15	5	-5
O=c1ccc2cc3c([nH]c4ccc(Br)cc43)oc-2c1O	4	1	-3	-2.2	3	-83	24	-2	8	20	4
Cc1nc(-c2ccc(C(=O)Nc3cccc(F)c3)cc2)cs1	-132	5	-2	-0.5	12	-137	-3	-4	-87	-18	-3
CC1(C(=O)OCC(=O)NC(=O)NCc2ccccc2)CC1(Cl)Cl (configuration not stated)	15	-1	-1	0.1	-20	3	-2	0	6	-7	-2
COCCNC(=O)CSc1nc(N)c(NC(=O)c2ccco2)c(=O)[nH]1	14	·	-15	-0.6	-6	4	·	-2	-6	-2	4
Cc1ccc(S(=O)(=O)N2CCC(C(=O)N3CCC[C@H]3C(=O)NCc3ccco3)CC2)cc1	5	1	-4	1.2	5	7	2	6	9	-1	6

The last 2 compounds of the section above come first, to join the parts.
SMILES	HIF-2a block	NR2E3 ag-1	CaV13 FRET inh	iPSC survival up	Shn3 inh set2	NR2E3 ag-2	TRPM1 prom inh	m5-HT2A agonist	Peg3 promoter	Cardio protect	PDI inh
COCCNC(=O)CSc1nc(N)c(NC(=O)c2ccco2)c(=O)[nH]1	14	·	-15	-0.6	-6	4	·	-2	-6	-2	4
Cc1ccc(S(=O)(=O)N2CCC(C(=O)N3CCC[C@H]3C(=O)NCc3ccco3)CC2)cc1	5	1	-4	1.2	5	7	2	6	9	-1	6
O=C(CSc1nccc(=O)[nH]1)Nc1ccc(Br)c(Cl)c1	0	3	-2	-0.7	3	29	-5	1	6	13	-1
CCCC(=O)Nc1nnc(Sc2ccc(N(C)C)cc2)s1	8	4	·	-1.8	-8	-3	11	3	-10	1	-2
O=C1C(=O)N(Cc2cccnc2)C(c2cccc(O)c2)/C1=C(\O)c1ccc2c(c1)OCCO2 (configuration not stated)	-1	7	-2	0.4	-10	-53	4	5	4	4	-3
Cc1cccc(C)c1OCC(O)CN1CCN(c2ccccc2)CC1 (configuration not stated)	19	-3	-6	-0.3	-5	-20	5	15*	13	-10	-5
CCCn1c(CN2CCN(C(=O)c3ccco3)CC2)nc2cc(S(=O)(=O)N(C)C)ccc21	5	·	-3	-0.3	4	20	6	3	3	-2	1
Cc1cc(C(=O)OCC(=O)Nc2cccnc2Cl)c2ccccc2n1	6	4	-7	0.0	-15	-21	-1	5	12	5	-6
Cc1cc(C)c(S(=O)(=O)N(C)CC(=O)NCc2cccnc2)c(C)c1	8	7	-3	0.6	20	-19	7	1	12	-2	-7
N#C/C=C/N1CCN(Cc2ccc3c(c2)OCO3)CC1	16	-3	-18	-0.4	2	-11	-3	1	5	2	3
Cc1ccc(CCNC(=O)C2CC(c3cccc(F)c3)=NO2)cc1 (configuration not stated)	-25	-4	-5	-2.9	-5	-5	-10	-2	-8	1	-2
Cc1ccc(S(=O)(=O)NC(=O)Nc2cc(C)on2)cc1	10	-1	-4	-1.8	-28	6	-2	3	-2	-3	11
O=C(Nc1ccc(S(=O)(=O)NCCc2ccccc2)cc1)c1ccc(Br)o1	16	-1	-4	3.1	23	22	2	1	20	-9	5
Cc1ccc(S(=O)(=O)NCC(c2ccco2)S(=O)(=O)c2ccccc2)cc1 (configuration not stated)	14	2	-2	-0.4	-4	-16	0	-6	0	-2	2
Cc1ccc(N2C(=O)CC(C)(C)CC2=O)cc1Cl	17	-1	5	1.7	-19	-34	-4	-2	-2	5	2
COc1ccc(NC(=O)CSc2nc3ccc(Nc4nc(N5CCOCC5)nc(N5CCOCC5)n4)cc3s2)cc1	15	3	-3	-0.4	47	-18	54	15*	10	30	-15
Cc1ccccc1C(=O)NC(=S)Nc1ccccc1[N+](=O)[O-]	-167	0	·	-0.4	0	-30	-30	1	-53	-12	-15
CC(Oc1ccc(-c2ccccc2)c(F)c1)c1ccn(S(=O)(=O)c2ccc(Cl)cc2)n1 (configuration not stated)	-1	0	-7	-0.6	18	-31	-4	-1	-14	-16	1
CC#CC(=O)N1CCCC(C(=O)c2ccc(SC)cc2)C1 (configuration not stated)	3	1	-20	-0.4	-2	26	7	3	6	-1	-7
CCCc1nc2sc3ccccc3c(=O)c2c(=O)n1Cc1ccc(OC)cc1	-143	-3	-18	0.0	32	2	·	5	-75	-12	5
O=C(Nc1cccc(S(=O)(=O)N2CCOCC2)c1)c1cc2c(s1)CCC2	-59	3	-5	1.6	1	-4	-10	-6	-34	-2	-12
CC(C)Cc1cc(C(=O)N2CCCC(CO)(Cc3ccc(F)cc3F)C2)n[nH]1 (configuration not stated)	-7	-1	-5	-0.2	-4	-10	3	-4	1	-8	-1
COc1ccccc1NC(=O)C(C)OC(=O)CC1CCCC1 (configuration not stated)	10	0	-5	-0.5	-6	12	0	-2	5	-4	0
C/C(=N\NC1=NCCN1)c1ccc(Cl)cc1	20	-1	-5	-0.5	-25	3	-4	-4	22	6	1
CCCCSc1nnc(CNC(=O)C23CC4CC(CC(C4)C2)C3)n1Cc1ccccc1	33	4	-6	-1.0	8	-12	-8	3	13	-6	-6
CCOc1cccc(CNn2cnnc2)c1OCc1ccccc1Cl	12	0	-5	1.0	7	-5	5	-2	1	4	6
O=[N+]([O-])c1cc(S(=O)(=O)N2CCCCCC2)ccc1Cl	40*	·	-4	-2.4	0	-13	38	0	69*	-8	3
The list continues.
SMILES	HIF-2a block	NR2E3 ag-1	CaV13 FRET inh	iPSC survival up	Shn3 inh set2	NR2E3 ag-2	TRPM1 prom inh	m5-HT2A agonist	Peg3 promoter	Cardio protect	PDI inh
O=C(C1CC1)N1CCN=C1SCc1ccccc1Cl	-4	2	5	0.4	-1	-8	-1	-1	2	0	0
Cc1cc(NC(=O)CC(C)C)c(=O)n(Cc2cccc(F)c2)c1	0	3	-6	0.0	15	-8	8	4	15	-4	-1
COc1ccc(-n2ccn3c(CCC(=O)N4CCN(c5cccc(C)c5C)CC4)nnc3c2=O)cc1	8	-3	-7	-0.6	14	-12	-7	4	1	3	-2
COc1cccc2sc(Nc3nc(-c4cc5ccccc5oc4=O)cs3)nc12	-29	3	-5	0.4	5	-35	-1	3	17	0	-8
CCOC(=O)C1=CC[C@@H](c2ccc(F)cc2)N(S(=O)(=O)c2ccc(C)cc2)[C@H]1c1ccccc1	11	·	-4	-0.3	-1	-8	·	-1	4	0	·
CSCCC(NC(=O)c1ccc(Cl)cc1Cl)C(=O)OCC(N)=O (configuration not stated)	17	-1	-2	-0.1	-9	-20	9	0	-8	7	3
O=c1[nH]c2ccccc2nc1/C=C(\O)C(F)F	14	-3	-5	1.6	-28	-20	3	-1	-11	10	0
CC1CC2C3CCC4=CC(=O)C=CC4(C)C3(F)C(O)CC2(C)C1(O)C(=O)CO (configuration not stated)	25	3	-7	-0.8	·	3	5	7	5	7	-3
Cc1cc(/C=N/NC(=O)CC#N)c(C)n1-c1ccc([N+](=O)[O-])cc1	5	1	-3	1.3	4	-13	1	-5	17	4	0
CCCCNC(=O)COC(=O)c1c2c(nc3ccccc13)/C(=C\c1cccs1)CC2	-206	·	-10	-1.6	31	-21	-19	-1	-97	14	-1
COc1cccc(C(=O)N2CCC[C@@H]2C(=O)N2CCC[C@H]2C(=O)NCc2ccncc2)c1	6	·	-7	-0.3	·	4	·	-1	·	·	·
COc1cccc(N2CCN(C(=S)Nc3ccccc3OC)CC2)c1	6	-2	-18	0.0	-2	-31	-16	6	-4	0	10
Cc1ccc(OCc2nnc(SCC(=O)Nc3ccc(N4CCOCC4)cc3)o2)cc1	2	5	-3	-0.2	-4	-21	9	3	6	-4	-7
